D3 ag: agonists of human D3 dopamine receptor; P35462; D3R DiscoveRx beta-arrestin cells, luminescence, 90 min; max activation, %; hit rate 0.58% among 410,000; AID 652048; in the data active means max activation above about 30%; further: 0% is about no effect; mostly tested at two doses, the higher about 12 µM
Target sequence (P35462 whole entry, looked up): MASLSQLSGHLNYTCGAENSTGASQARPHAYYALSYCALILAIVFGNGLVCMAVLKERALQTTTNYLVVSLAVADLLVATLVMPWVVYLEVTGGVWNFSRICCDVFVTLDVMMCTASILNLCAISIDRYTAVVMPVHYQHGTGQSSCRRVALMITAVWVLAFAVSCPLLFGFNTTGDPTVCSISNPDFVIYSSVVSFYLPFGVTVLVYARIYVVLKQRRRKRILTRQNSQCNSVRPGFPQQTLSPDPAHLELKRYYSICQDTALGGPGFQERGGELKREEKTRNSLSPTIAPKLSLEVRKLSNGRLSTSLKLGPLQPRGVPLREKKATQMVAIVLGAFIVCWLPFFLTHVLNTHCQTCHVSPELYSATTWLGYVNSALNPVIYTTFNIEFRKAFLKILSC
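Agonist mode: compounds and dopamine controls were applied to plated cells for 90 min at 37 degrees C after an overnight attachment at 1500 cells/well. Luminescent read-out followed 30 - 60 minutes at room temperature with DiscoveRx detection reagent.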
DRD3 antagonist: D3 dopamine receptor (human) antagonism | D3R cells, DiscoveRx beta-arrestin luminescence, antagonist mode; active compounds read low | max response, negative = inhibition, % | hit rate 2.5% among 360,000 | P35462; in the data active means max response below about -50%; inconclusive means no clear call, values can overlap the other calls; further: on the % scale 0 is the no-effect control and ±100 the full control effect; mostly tested at two doses, the higher about 12 µM
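Cells expressing the human receptor were seeded at 1500 cells/well, incubated overnight at 37 degrees C in 5% CO2, then exposed to library compounds with dopamine controls for 90 minutes at 37 degrees C before luminescent detection.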
GLP1R inv ag: acts as inverse agonist at human GLP-1 receptor | hit rate 1.6% among 410,000 | HEK293 GLP-1R CRE-luciferase, luminescence, 24 h; GLP-1R form is constitutively active | Potency, µM (titrated, usually from 38.3 µM), for inactives: at the top dose activity change, negative = inhibition, usual class: inhibitors | AID 624417 | P43220; further: potency means the concentration at half of the fitted maximal effect; on the % scale 0 is the no-effect control and ±100 the full control effect; nearly all actives have a fitted effect of over 55% in size
Target sequence (P43220 whole entry, looked up): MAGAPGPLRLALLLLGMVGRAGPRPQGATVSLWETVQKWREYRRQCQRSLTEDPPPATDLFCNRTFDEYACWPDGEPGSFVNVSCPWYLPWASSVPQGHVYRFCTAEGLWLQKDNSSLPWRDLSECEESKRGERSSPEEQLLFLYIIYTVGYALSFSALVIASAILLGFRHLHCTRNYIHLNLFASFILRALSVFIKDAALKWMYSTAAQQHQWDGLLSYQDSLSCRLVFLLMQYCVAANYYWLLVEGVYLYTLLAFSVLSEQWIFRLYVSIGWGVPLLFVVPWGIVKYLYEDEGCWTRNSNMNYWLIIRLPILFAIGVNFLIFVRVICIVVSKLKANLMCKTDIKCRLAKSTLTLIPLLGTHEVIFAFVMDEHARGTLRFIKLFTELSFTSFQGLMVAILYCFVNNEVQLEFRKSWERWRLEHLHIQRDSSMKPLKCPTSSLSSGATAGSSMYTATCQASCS
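qHTS in 1536-well format: reporter HEK293 cells expressing constitutive GLP-1R activity in DMEM + 10% Nu serum, 24 hr with compounds at 37 deg C, luminescence read after 12 min with detection reagent.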
aSyn rescue: rescues yeast growth from alpha-synuclein toxicity. Yeast expressing alpha-synuclein, growth rescue, BacTiter-Glo, 24 h. Potency, µM (doses to about 46.1 µM), for the others: at the top dose growth rescue (activation), actives largely listed as activators. hit rate 0.14% among 370,000; further: potency means the concentration at half of the fitted maximal effect; % of control where 0% means no effect; nearly all actives have a fitted effect of over 65% in size
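Rescue of yeast growth: cells expressing toxic alpha-synuclein, induced in galactose at OD600 0.02, incubated with compound 24 h at 30 C. ATP luminescence quantified growth; inhibitors of toxicity appear as activators.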
KB-V1 MDR tox: kills drug-selected multidrug resistant KB-V1 cells | KB-V1 MDR cells viability, CellTiter-Glo, 72 h | Potency, µM (highest dose often 46.1 µM), for inactives: top-dose activity change, negative = cytotoxicity, most hits filed as cytotoxic | hit rate 3.4% among 400,000 | AID 1347076; further: potency means the concentration at half of the fitted maximal effect; on the % scale 0 is the no-effect control and ±100 the full control effect; nearly all actives have a fitted effect of over 60% in size
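Following 72 h at 37 degrees C with compound, KB-V1 cell viability was read by CellTiter-Glo luminescence, medium being phenol-red-free DMEM plus 10% FBS; concentration-response parameters came from normalized, curve-fitted qHTS data.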
HEK293 tox: cytotoxicity in counter-screen for GLP-1R inverse agonists. hit rate 0.13% among 410,000. Potency, µM (series often up to 38.3 µM), for the others: at the highest dose activity change, negative = inhibition, hits mostly inhibitors. HEK293 cAMP-luciferase reporter cells, luminescence, 24 h;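 further: loss of luciferase light is scored as toxicity; potency means the concentration at half of the fitted maximal effect; on the % scale 0 is the no-effect control and ±100 the full control effect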
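MLSMR compounds, 24 hr on cells at 37 deg C/5% CO2; luminescence after luciferase reagent (12 min RT). Inhibition counted as the undesired cytotoxic outcome.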
GLP1R ag: agonists of human GLP-1 receptor; P43220; HEK293 GLP-1R CRE-luciferase, luminescence, 4-6 h; cells express a hypersensitive GLP-1R form; Potency, µM (titrated, usually from 45.6 µM), without a hit: top-dose activation, usual class: activators; hit rate 0.007% among 380,000; AID 624172; further: potency means the concentration at half of the fitted maximal effect; % of control where 0% means no effect
TDP43 rescue: TDP-43 toxicity inhibition in yeast. TDP-43 expressing yeast growth rescue, BacTiter-Glo, 24 h. Potency, µM (series often up to 46.1 µM), without a hit: at the highest dose growth rescue (activation), actives largely listed as activators. hit rate 1.8% among 410,000. AID 652104; further: potency means the concentration at half of the fitted maximal effect; % of control where 0% means no effect; nearly all actives have a fitted effect of over 50% in size
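In this qHTS, compounds that restore growth of yeast expressing TDP-43 appear as activators. Cells (OD600=0.02, galactose medium, raffinose-pregrown) are incubated with compound 24 hr at 30 deg C and growth is quantified by BacTiter-Glo.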
PTHR1 agonist: agonists of human PTHR1 parathyroid hormone receptor; Q03431; HEK293 GP2 PTHR1 cells, GloSensor cAMP luminescence, 1 h; Potency, µM (highest dose often 115 µM), for the others: at the highest dose activation, hits mostly activators; hit rate 0.075% among 410,000; AID 743266; further: potency means the concentration at half of the fitted maximal effect; nearly all actives have a fitted effect of over 55% in size; some results filed as inactive show a strong effect at the top dose; inactives centre near -15; many of its hits are not listed in these tables
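HEK-293-derived GP2 cells expressing PTHR1 and a GloSensor cAMP reporter, 3,000/well, plated overnight, given luciferin plus IBMX (each 0.5 mM as added) for 1 h at 37 °C, then compound for 1 h at 37 °C. Luminescence was read after 15 min at room temperature.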
* = called active by the depositor; i = inactive; u = inconclusive; x = not tested or not shown; [ ] = another dose, or the depositor's remark. Unless noted, the call rests on the fitted dose curve; in most records, active means well fitted curve in the direction sought with a large enough effect; inconclusive means small, poorly fitted or top-dose-only effect, or another doubt; inactive means no such curve, though single readings can be large; an effect the other way counts as inactive or inconclusive.

SMILES	D3 ag	DRD3 antagonist	GLP1R inv ag	aSyn rescue	KB-V1 MDR tox	HEK293 tox	GLP1R ag	TDP43 rescue	PTHR1 agonist
O=C1c2ccccc2C(=O)C1(CO)c1ccc(OC(F)F)cc1	-1	-9	-9%	-74%[inhibitor]	-16%	14%	-1%	-65%[inhibitor]	-90%[inhibitor]
O=C(CSc1nc2ccccc2c(=O)n1CCCO)Nc1ccc2c(c1)OCCO2	-10	u	9%	-3%	6%	-3%	13%	-4%	19%
O=CN1CCN(C(C(=O)NC2CCCCC2)c2ccc(Cl)cc2)CC1 (stereo not given)	8	0	5%	1%	-3%	-13%	8%	-11%	i
CC(=O)Nc1ccc(NC(=O)C2CCN(S(=O)(=O)c3ccc4c(c3)OCCO4)CC2)cc1	-10	-28	5%	11%[1.84 µM]	4%	3%	6%	-5%	-6%
O=[N+]([O-])c1cc(C(F)(F)F)ccc1N1CCN(S(=O)(=O)c2ccc3ccccc3c2)CC1	-6	-9	-1%	2%	5.2µM*	18%	-24%	5%	-23%
O=C(NNS(=O)(=O)c1ccc(Br)cc1)c1ccccc1-n1cccc1	5	13	12%	3%	5%	18%	-3%	7%	i
O=C(c1cc2ccccc2oc1=O)N(Cc1cccs1)CC1CCCO1 (stereo not given)	-10	-14	5%	-2%	-20%	-1%	7%	-25%[0.397 µM]	i
CCOC(=O)c1ccc(COC(=O)c2cc(=O)[nH]c3ccccc23)o1	4	64	0%	-1%	50%	-5%	0%	10%	i
Cc1ccc(S(=O)(=O)CC(=O)c2ccc3c(c2)OCCO3)cc1	0	1	20%	4%	13%	0%	11%	2%	-16%
CC(C)Oc1ccc2ccccc2c1CNC[C@H]1O[C@@H](n2ccc(=O)[nH]c2=O)[C@H](O)[C@@H]1O	5	29	27%	4%	3%	2%	13%	24%	-14%
CCOC(=O)C1=CC[C@H]2c3c(c4ccccc4n3C)C[C@H]1N2C	0	5	18%	-1%	1%	12%	13%	7%	-7%
Cc1cccc(Cn2c(C)c(C)c3cc(C(=O)NCc4ccc(C)o4)ccc32)c1	-13	x	u	x	-29%	-24%	x	-16%	i
CCC(Cc1ccccc1)NC(=O)CCS(=O)(=O)c1cc2c(cc1Cl)NC(=O)CO2 (stereo not given)	-4	x	-6%	-3%	-2%	-10%	15%	1%	i
NC(=O)c1ccc(NCCCN2CCOCC2)c([N+](=O)[O-])c1	-5	-1	10%	-7%	-7%	2%	5%	0%	-24%
CCN(CC)C(=O)CSc1nc(OC)cc(=O)[nH]1	-1	1	1%	1%	9%	-12%	4%	4%	-25%
O=C(COC(=O)/C=C/c1cccc(F)c1)Nc1ccc2[nH]c(=O)[nH]c2c1	3	26	5%	0%	4%	-2%	-28%	15%	-5%
CCCCCC(=O)N1C[C@@H](n2cc(-c3ccc(F)cc3)nn2)[C@H](O)C[C@@H]1c1ccc(Cl)cc1	6	15	u	0%	u	u	2%	14%	i
COc1cc(NC(=S)NCCCO)c(OC)cc1Cl	-1	0	16%	5%	u	4%	-5%	9%	i
CCc1ccc(C2CC(=O)N(c3cccc(C(F)(F)F)c3)C3=C2C(=O)OC3)cc1 (stereo not given)	2	x	4%	3%	0%	-4%	11%	0%	-24%
O=C(c1ccccn1)N1CCN(c2ccc(C(F)(F)F)cn2)CC1	20	12	0%	-1%	16µM*	2%	22%	-10%	1%[57.5 µM]
CCN(CC)CCSc1nc2ccccc2c(=S)n1-c1ccccc1	-11	u	u	0%	26%	-1%	3%	u	i
O=C(NC1CC(=O)N(c2ccc(Cl)cc2)C1)C1CCCCC1 (stereo not given)	-40	x	2%	x	x	11%	x	15%	-6%
Cc1ccc(N2CCN(c3nc4ccc(C(=O)c5ccccc5)cc4n4cnnc34)CC2)c(C)c1	-5	x	16%	x	-5%	8%	x	0%	9%
CCOCCCNCc1cccc(OC)c1	-6	10	1%	0%	-20%	2%	-8%	-4%	-7%[57.5 µM]
COc1ccc(C(=O)Nc2cc3c(cc2Cl)OCCCO3)cc1	6	11	-22%	-5%	-8%	-2%	-6%	u	-15%[57.5 µM]
CC1OC(C(C)(C)C)CC2=C1C(=O)OC(C)(C)O2 (stereo not given)	5	40	33%[activator]	0%	2%	4%	6%	0%	i
O=C(NCCCN1CCOCC1)C(=O)c1c[nH]c2ccccc12	-8	-10	14%	2%	u	-1%	9%	-11%	i
CCN(C)C1CN(Cc2cn(Cc3ccc(Cl)cc3)nn2)S(=O)(=O)C1 (stereo not given)	4	33	17%	-2%	5%	5%	6%	23%	i
COc1cccc(N2CCN(CC(=O)Nc3nc(C)c(C(=O)N(C)C)s3)CC2)c1	4	12	2%	2%	u	-13%	3%	-10%[1.82 µM]	i
Cc1cc(C(=O)c2ccccc2)c(NC(=O)CCl)s1	0	4	16%	u	-5%	-7%	2%	u	-24%
CC(=O)Nc1ccc(N(C(=O)Cc2c[nH]c3ccccc23)C(C(=O)NC2CCCCC2)c2ccco2)cc1 (stereo not given)	-5	-15	-29%	-2%	5%	-20%	-4%	0%	-44%[inhibitor]
CNC(=S)NNC(=O)Cc1ccc(OC)cc1	5	-6	3%	-7%	6%	13%	5%	-2%	-4%
COC(=O)c1c(C(=O)OC)c(-c2ccc(C(C)(C)C)cc2)n2c1CS(=O)C2 (stereo not given)	-11	-23	-8%	-4%	-42%	-6%	9%	-25%	-16%
COc1cccc2cc(-c3nnc(SCC(=O)NCc4ccccc4)n3C)oc12	-25	-14	4%	5%	-14%	7%	-8%	-12%	-14%[57.5 µM]
CCOc1ccc(NC(=O)CN(C)C(=O)C2CC(=O)N(c3cccc(SC)c3)C2)cc1OCC (stereo not given)	-13	-29	15%	u	19%	3%	6%	-1%	-26%
Cc1nn(CC(=O)Nc2ccccn2)c(C)c1Br	0	10	0%	6%	14%	-3%	0%	27%	-1%

Taken from above.
O=C(NCCCN1CCOCC1)C(=O)c1c[nH]c2ccccc12 – DRD3 antagonist: -10
Cc1nn(CC(=O)Nc2ccccn2)c(C)c1Br – GLP1R ag: 0%

The results go on.
SMILES	D3 ag	DRD3 antagonist	GLP1R inv ag	aSyn rescue	KB-V1 MDR tox	HEK293 tox	GLP1R ag	TDP43 rescue	PTHR1 agonist
CCCCOCCCNC(=O)c1ccccc1OCC	0	-16	7%	-3%	-15%	0%	-1%	13%	-21%[57.5 µM]
CCOC(=O)C1(C)CCCCCN1C(=O)c1ccc(N(C)C)cc1 (stereo not given)	7	14	-1%	3%	-2%	-7%	4%	19%	i
CN1CCN(C(=O)C2CCCN(S(=O)(=O)c3ccc(Cl)cc3)C2)CC1 (stereo not given)	-11	0	7%	-6%	-17%	4%	-2%	-20%	-62%[inhibitor]
O=C(c1ccccc1)N1CCN(CC(O)COc2ccc(Br)cc2)CC1 (stereo not given)	-8	15	-54%	5%	u	-16%	-1%	15%	-34%[inhibitor]
CC(NC(=O)CCN1C(=O)c2ccccc2C1=O)c1ccccc1 (stereo not given)	-7	22	-2%	-5%	19%	-11%	-3%	17%	-29%
O=C(c1cc2ccccc2oc1=O)N(Cc1cccc(Cl)c1)C1CCS(=O)(=O)C1 (stereo not given)	-10	x	6%	x	4%	-17%	x	8%	-24%
Cc1ccc(NC(=O)c2cc(S(=O)(=O)N3CCOCC3)cn2C)cc1F	-1	6	-2%	7%	4%	2%	-2%	8%	i
CCCc1nnc(NC(=O)Cc2coc3cc(C)cc(C)c23)s1	5	x	19%	x	13%	1%	x	1%	-19%
Cc1cc(NS(=O)(=O)c2ccc(NC(=O)CSc3nc4ncc(Br)cc4[nH]3)cc2)nc(C)n1	1	-10	-5%	-8%	2%	2%	-4%	8%	-5%
Nn1cnnc1SCC(=O)N1CCc2ccccc2C1	-10	2	11%	4%	3%	0%	-2%	11%	i
COc1cccc(-c2nnc(NC(=O)c3ccc(S(=O)(=O)N(CC(C)C)CC(C)C)cc3)o2)c1	1	-5	-19%	-3%	0%	-6%	6%	4%	i
COc1ccccc1OCCCCOc1ccccc1F	-3	14	4%	-18%	4%	-1%	4%	3%	-14%[57.5 µM]
Cc1cc(C(=O)NP(=O)(N2CC(C)OC(C)C2)N2CC(C)OC(C)C2)c(C)n1C1CC1 (stereo not given)	-2	-26	1%	1%	3%	-1%	4%	-19%	i
CCCCN1C(=O)c2ccc(C(=O)NCCN3C(=O)S/C(=C\c4cccnc4)C3=O)cc2C1=O	2	46	16%	1%	2%	27%	1%	12%	-22%
CCC(C)NC(=O)c1oc2ccc(S(=O)(=O)N3CCC4(CC3)OCCO4)cc2c1C (stereo not given)	-3	-12	5%	11%	u	0%	7%	13%	-20%
O=C(CP(=O)(c1ccccc1)c1ccccc1)N/N=C/c1cc(Br)cc(Br)c1O	-16	u	0%	2%	u	13%[1.53 µM]	0%	-25%	-31%
O=C(NNC(=O)c1ccc2c(c1)OCO2)NC12CC3CC(CC(C3)C1)C2	-1	4	u	6%	36%	-16%	8%	14%	-23%
CS(=O)(=O)Nc1ccc(-c2ccc3nccn3c2)cc1	1	-2	8%	u	2%	-1%	-5%	18%	i

Part of the list above, showing only TDP43 rescue.
SMILES | TDP43 rescue
Cc1cc(C(=O)NP(=O)(N2CC(C)OC(C)C2)N2CC(C)OC(C)C2)c(C)n1C1CC1 (stereo not given) | -19%
CCCCN1C(=O)c2ccc(C(=O)NCCN3C(=O)S/C(=C\c4cccnc4)C3=O)cc2C1=O | 12%
CCC(C)NC(=O)c1oc2ccc(S(=O)(=O)N3CCC4(CC3)OCCO4)cc2c1C (stereo not given) | 13%
O=C(CP(=O)(c1ccccc1)c1ccccc1)N/N=C/c1cc(Br)cc(Br)c1O | -25%
O=C(NNC(=O)c1ccc2c(c1)OCO2)NC12CC3CC(CC(C3)C1)C2 | 14%

Screening data: PubChem, National Center for Advancing Translational Sciences (NCATS)

The list is partial; count on the stated rates, not on these rows.
